Bioassay records: PubChem BioAssay, several laboratories
MEX-5 binding: C. elegans MEX-5 TCR-2 RNA binding activity; AID 1832; 300,000 compounds, 0.38% hits; MEX-5/FITC-TCR2 RNA binding, fluorescence polarization; stronger effect = lower value; Q9XUB2; activity score (negative = inhibition of binding), % at 10 µM;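 active means inhibition past about -25% in most replicates, and total fluorescence under double the plate's negative control median, limit read from the data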;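 further: 0% = DMSO and -100% = 5 µM competing unlabeled TCR2 RNA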
GRK2 aptamer HTS: inhibitors of human GRK2 displacing RNA aptamer; P25098; bead flow cytometry, FAM-aptamer displacement from GRK2; inhibition of aptamer binding, % at 10 µM; 330,000 compounds, 0.59% hits;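 active means inhibition of aptamer binding above 40%, roughly 3 SD of noise, on plates passing a quality check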;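 further: median bead fluorescence of bound FAM aptamer so fluorescent compounds give negative values; no value below 0 was filed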
Fam108B inh: Fam108B inhibition, counter-screen for RBBP9 inhibitors; inhibition, % at 9.51 µM; 300,000 compounds, 0.33% hits; recombinant Fam108B, FP-Rh probe fluorescence polarization; AID 1947;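 active means inhibition above the screen mean inhibition plus 3 SD, computed separately per campaign, cut at about 18% in these data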;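 further: inhibitors lower polarization as less probe binds the enzyme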
VLA-4 inh: inhibition in a human VLA-4 binding assay; VLA-4 expressing cells, ligand binding flow cytometry; inhibition, % (about 7 µM as worked out from the volumes in the protocol); 330,000 compounds, 0.2% hits; AID 2557; P13612; in the data active means inhibition above about 50%
MCL1-BIM inh: disrupts human MCL1 binding to BIM-BH3 peptide; Q07820; GST-MCL1 / FITC-Bim-BH3 fluorescence polarization; 320,000 compounds, 0.68% hits; inhibition, % at 10.9 µM;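 active means inhibition above the mean inhibition of all tested compounds plus 3 SD, set per campaign, cut at about 40% in these data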;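 further: 0% = DMSO wells and 100% = unlabeled Bim-BH3 peptide control; higher means more loss of mP so more displacement of Bim peptide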
Bcl-xL primary: blocks human Bcl-xL binding to Bim BH3 peptide; Q07817; GST-Bcl-xL / FITC-Bim BH3 peptide fluorescence polarization; inhibition, % at 10.9 µM; 320,000 compounds, 0.7% hits;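 active means inhibition above the mean of all tested compounds plus 3 SD, cutoff set per campaign, cut at about 30% in these data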;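 further: 0% = DMSO wells and 100% = unlabeled Bim-BH3 peptide competitor; inhibitors lower millipolarization by displacing the labeled peptide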
Target sequence (Q07817 whole entry, looked up): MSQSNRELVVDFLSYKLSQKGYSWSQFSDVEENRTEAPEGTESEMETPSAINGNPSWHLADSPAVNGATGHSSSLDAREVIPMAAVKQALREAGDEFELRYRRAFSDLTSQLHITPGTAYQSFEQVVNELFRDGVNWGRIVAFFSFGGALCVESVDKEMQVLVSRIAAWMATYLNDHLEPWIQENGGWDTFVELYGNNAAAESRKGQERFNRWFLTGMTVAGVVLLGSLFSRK
GLD-1 RNA inh: GLD-1-TGE RNA interaction inhibition (C. elegans); purified GLD-1 + fluorescein TGE RNA, fluorescence polarization; inhibition, % at 5.96 µM; 320,000 compounds, 0.44% hits;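 active means percent inhibition above a per-plate cutoff, the plate mean of test compounds plus 3 SD, cut at about 30% in these data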;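 further: 0% = DMSO wells with GLD-1 and probe and 100% = wells lacking GLD-1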
Target sequence (Q17339 whole entry, looked up): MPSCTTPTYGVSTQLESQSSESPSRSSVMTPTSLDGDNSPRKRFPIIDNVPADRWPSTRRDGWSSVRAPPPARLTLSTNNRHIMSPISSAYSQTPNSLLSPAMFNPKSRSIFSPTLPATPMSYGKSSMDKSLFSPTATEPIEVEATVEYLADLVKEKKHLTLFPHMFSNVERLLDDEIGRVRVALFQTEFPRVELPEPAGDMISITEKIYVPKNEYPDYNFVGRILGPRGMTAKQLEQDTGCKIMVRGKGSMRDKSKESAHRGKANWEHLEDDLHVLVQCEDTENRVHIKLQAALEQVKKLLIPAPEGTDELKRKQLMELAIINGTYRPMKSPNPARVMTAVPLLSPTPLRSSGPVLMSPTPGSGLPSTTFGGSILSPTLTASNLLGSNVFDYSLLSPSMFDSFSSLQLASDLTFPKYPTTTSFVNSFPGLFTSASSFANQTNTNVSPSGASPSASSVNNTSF
AGP1-GFP MLPCN: modulators of TOR pathway AGP1-GFP in S. cerevisiae | S. cerevisiae AGP1-GFP multiplex flow cytometry, 3 h; GFP as percent of DMSO wells | GFP response vs DMSO, % at 10 µM | 320,000 compounds, 0.02% hits;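 active means GFP response relative to DMSO above a set limit, near screen average plus 3 SD, cut at about 150% in these data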;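 further: median GFP channel fluorescence of the gated AGP1 strain per well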
CIT2 TOR yeast: alters CIT2-GFP fluorescence in TOR pathway yeast screen; S. cerevisiae CIT2-GFP strain, flow cytometry, 3 h; 100 means same as DMSO wells; GFP response vs DMSO, % at 10 µM; 320,000 compounds, 0.065% hits; AID 2029;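 active means GFP response relative to DMSO above a set limit, near the screen mean plus 3 SD, cut at about 150% in these data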;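 further: ratio of well median GFP fluorescence to mean of DMSO wells on the plate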
Active calls of the source: *; nt = not tested or not shown.

molecule,MEX-5 binding,GRK2 aptamer HTS,Fam108B inh,VLA-4 inh,MCL1-BIM inh,Bcl-xL primary,GLD-1 RNA inh,AGP1-GFP MLPCN,CIT2 TOR yeast
CCN(CC)CCCNC(=O)c1cn(C)c2ccc(S(=O)(=O)N(C)C)cc2c1=O,-1.8,0,-2,22,-10,-7,-1,106,101
Cc1[nH]c(C)c(S(=O)(=O)NCc2ccc(Cl)cc2)c1C(=O)N1CCCC1,1.2,1,1,27,11,9,-3,96,99
[N-]=[N+]=CC(=O)C(O)(c1ccccc1)C(Cl)c1ccccc1 (centres undefined),nt,2,-7,-13,-1,1,4,92,82
Cc1c(Cl)c(C(=O)NNC(=S)NCc2ccco2)nn1C,nt,1,-1,-2,9,5,3,nt,96
COc1ccccc1CNC(=O)C(Cc1ccccc1)NC(=O)c1ccccc1 (centres undefined),nt,2,nt,-7,nt,nt,4,91,89
Cc1ccc(CN(Cc2ccccc2)C(=S)NCC(=O)NCc2cccnc2)o1,1.3,2,3,11,0,-1,-9,97,92
O=C(c1ccco1)N1CCN(c2ncnc3scc(-c4ccc(F)cc4)c23)CC1,2.4,0,0,1,-1,-2,9,95,78
COc1ccc(NC(=O)CSc2nc(C)cc(C)n2)cc1,1.0,1,-2,5,-2,-1,-4,86,91
O=C(O)CCC(NS(=O)(=O)c1ccc(-c2ccccc2)cc1)C(=O)O (centres undefined),1.6,0,0,-8,3,10,5,104,118
CCOC(=O)N1CCC2(CC1)C(C#N)=C(N)Oc1c2c(C)nn1-c1cccc(Cl)c1,-16,0,-1,6,1,-3,-1,93,89
C/C(=N/NC(=O)CNC(=O)c1ccccn1)c1ccccc1,-2.6,2,1,7,1,3,0,102,104
COc1cc(CCC(=O)Nc2cccc(C(F)(F)F)c2)cc(OC)c1OC,-2.0,1,2,1,10,6,0,104,109

The list goes on; it opens with the 2 that closed the last part.
molecule,MEX-5 binding,GRK2 aptamer HTS,Fam108B inh,VLA-4 inh,MCL1-BIM inh,Bcl-xL primary,GLD-1 RNA inh,AGP1-GFP MLPCN,CIT2 TOR yeast
C/C(=N/NC(=O)CNC(=O)c1ccccn1)c1ccccc1,-2.6,2,1,7,1,3,0,102,104
COc1cc(CCC(=O)Nc2cccc(C(F)(F)F)c2)cc(OC)c1OC,-2.0,1,2,1,10,6,0,104,109
O=C(CCNS(=O)(=O)c1ccc(Cl)cc1)Nc1ccncc1,-1.6,4,5,6,3,-2,-7,100,101
CN(C)CCCN(C(=O)c1ccc2c(c1)OCCO2)c1nc2cc3c(cc2s1)OCO3,1.5,0,2,0,-8,-2,4,100,97
Cc1cc(SCC(=O)NCC2CCCO2)nc2ccccc12 (centres undefined),-3.7,0,0,-20,-48,-22,-39,110,106
O=C(NCc1cccnc1)c1cccc(S(=O)(=O)N2CCCC2)c1,2.3,0,1,5,7,6,1,102,111
O=C(CSc1ccc(Cl)cc1)NC1=NN(c2ccccc2)C(=O)C1,1.8,0,5,-12,16,8,10,93,90
Cc1cccc(C(=O)N[C@H](C(=O)OCc2cc(=O)n3c(n2)sc2ccccc23)C(C)C)c1,0.4,1,-1,0,14,0,6,102,91
COCc1cccc(C(=O)NC(c2ccccc2)c2ccccc2)c1,3.6,2,0,-1,7,8,9,98,100
COc1ccc(Br)cc1CN(C)C(=O)c1ccccc1OCc1c(C)noc1C,-1.0,2,-2,10,-2,0,-2,108,94
CCOC(=O)N1CCN(S(=O)(=O)c2ccc(OCC(=O)OC)c(C)c2)CC1,-1.9,2,-2,-11,5,1,4,100,99
CCCn1cc(CN2CCC(Cc3ccccc3)(C(=O)OCC)CC2)c(C)n1,1.2,0,-1,6,2,4,1,93,95
CCCCN(CCCC)c1nc(-c2ccncc2)nc2ccccc12,0.2,0,-5,-21,-7,-5,2,89,83
COc1cc(NC(=O)c2ccco2)c(C(=O)O)cc1OC,-0.2,0,0,3,5,6,5,97,99
CN1CCN(C(=S)NC(=O)/C=C/c2cccs2)CC1,-2.3,2,3,7,5,10,4,98,100
Cc1cc(C)nc(NS(=O)(=O)c2ccc(NC(=S)NC(=O)CC(C)C)cc2)n1,0.6,5,2,-9,5,7,-1,100,108
COc1cccc(N(CC(=O)NCCSc2ccccn2)S(=O)(=O)c2ccccc2)c1,-1.8,3,-2,-9,6,-3,3,109,106
CN1CCN(S(=O)(=O)c2cccc(C(=O)Nc3ccccc3N3CCCC3)c2)CC1,-0.1,0,-3,5,1,3,9,101,107
O=C(O)CC1(CC(=O)Nc2ccccc2C(=O)c2ccccc2)CCCC1,0.6,1,2,4,9,5,8,nt,104
O=S(=O)(NOCc1ccc(Cl)cc1)c1ccc(Cl)cc1,-0.7,0,-1,4,2,0,5,98,94
O=C(CSc1ncnc2sc3c(c12)CCC3)N1CCOCC1,-1.8,15,5,0,16,5,10,94,86
Cc1ccc(C2(C)NC(=O)N(CC(=O)NC(=O)NC(C)(C)C)C2=O)cc1 (centres undefined),-0.1,0,1,-8,4,5,3,91,98
CCCOc1ccc(S(=O)(=O)n2cc(Br)c(=O)[nH]c2=O)cc1,0.3,2,13,-9,5,6,-1,76,68
CC1=C(C(=O)OC(C)(C)C)C(c2cccc3ccccc23)NC(=O)N1 (centres undefined),1.3,0,4,-32,-6,1,1,93,98
O=C(O)c1cc(-c2cccs2)nc2cc3c(cc12)OCCO3,-1.0,2,-3,24,10,7,9,114,107
Cc1noc(COc2ccc(OCc3nc(C)no3)cc2)n1,nt,0,2,11,-1,-4,4,107,102
C=CCN1CC(O)=C(c2ccccc2)C1=N,-2.1,1,-1,7,3,5,0,103,104
CCN(CC(=O)Nc1ccc2c(c1)OCCO2)c1nc(-c2cccnc2)nc2ccccc12,1.6,0,0,6,-16,-2,-5,99,99
NC(=O)c1ccc(NC(=O)COC(=O)/C=C/c2cccs2)cc1,-2.0,2,0,10,-13,-5,11,109,111
O=C(/C=C/c1ccc([N+](=O)[O-])cc1)NCc1cccnc1,0.6,1,-5,13,-1,-3,1,95,104
CCC(C(=O)NCc1ccco1)N(C(=O)CNS(=O)(=O)c1ccc(C)cc1)c1ccccc1F (centres undefined),1.1,0,2,9,-4,-3,9,109,106
Cc1ccc(-n2ncc3c(NCc4ccco4)ncnc32)c(C)c1,nt,3,-3,-3,9,9,3,91,89
c1ccc(-c2cn3c(n2)CCc2ccc4cccnc4c2-3)cc1,4.4,3,-4,7,9,4,4,84,85
O=c1c(-c2ccco2)[n+]([O-])c2ccccc2n1OCc1ccccc1F,-6.0,0,-4,-14,6,6,-3,100,100
CCOC(=O)CSC(CC)C(=O)Nc1nnc(CC)s1 (centres undefined),-1.3,0,-2,6,4,1,-3,106,98
COc1ccc(CN2CCN(c3ccccc3OC)CC2)c(OC)c1,-0.4,0,4,6,2,1,-2,98,103
CCOc1ccc(Oc2c(/C=N/NC(C)=O)c(C)nn2-c2ccccc2)cc1,-0.9,0,-2,-2,-4,-4,9,92,92
Cc1ccc(NC(=S)N2CCCC(O)C2)cc1 (centres undefined),-0.5,12,1,31,0,4,0,93,94
COc1ccccc1/C=N/n1c(N)c(S(=O)(=O)c2cccs2)c2nc3ccccc3nc21,0.1,0,-39,-6,4,9,-5,96,99
c1ccc(-c2nnc(-c3ccccn3)nc2NC2CCCCC2)cc1,0.4,1,1,14,0,0,6,89,101
O=C(Nc1cccc(OC(=O)c2ccco2)c1)c1ccco1,0.9,1,-1,-14,-2,0,9,109,97
Cn1c(SCC(=O)N=Nc2c(O)[nH]c3ccccc23)nc2ccccc21,-6.8,2,-3,4,10,4,-5,100,108
CN(CCC(=O)Nc1ccc(Br)cc1)Cc1ccccc1,2.7,0,-1,2,3,4,-3,114,116
Cc1ccccc1OCC(=O)Nc1ccccc1C(=O)N1CCCCC1,-2.5,28,-1,-11,5,-1,3,87,103

Fetched one by one from the list above, 2 records:
molecule,MEX-5 binding,GRK2 aptamer HTS,Fam108B inh,VLA-4 inh,MCL1-BIM inh,Bcl-xL primary,GLD-1 RNA inh,AGP1-GFP MLPCN,CIT2 TOR yeast
c1ccc(-c2nnc(-c3ccccn3)nc2NC2CCCCC2)cc1,0.4,1,1,14,0,0,6,89,101
COc1ccccc1/C=N/n1c(N)c(S(=O)(=O)c2cccs2)c2nc3ccccc3nc21,0.1,0,-39,-6,4,9,-5,96,99

Rewritten with two lines to a compound: 6 of the compounds above
Values run as follows: MEX-5 binding | GRK2 aptamer HTS | Fam108B inh | VLA-4 inh | MCL1-BIM inh | Bcl-xL primary | GLD-1 RNA inh | AGP1-GFP MLPCN | CIT2 TOR yeast
> CCN(CC)CCCNC(=O)c1cn(C)c2ccc(S(=O)(=O)N(C)C)cc2c1=O
→ -1.8 | 0 | -2 | 22 | -10 | -7 | -1 | 106 | 101
> COc1ccccc1/C=N/n1c(N)c(S(=O)(=O)c2cccs2)c2nc3ccccc3nc21
→ 0.1 | 0 | -39 | -6 | 4 | 9 | -5 | 96 | 99
> CCN(CC(=O)Nc1ccc2c(c1)OCCO2)c1nc(-c2cccnc2)nc2ccccc12
→ 1.6 | 0 | 0 | 6 | -16 | -2 | -5 | 99 | 99
> CCOc1ccc(Oc2c(/C=N/NC(C)=O)c(C)nn2-c2ccccc2)cc1
→ -0.9 | 0 | -2 | -2 | -4 | -4 | 9 | 92 | 92
> Cn1c(SCC(=O)N=Nc2c(O)[nH]c3ccccc23)nc2ccccc21
→ -6.8 | 2 | -3 | 4 | 10 | 4 | -5 | 100 | 108
> Cc1ccc(CN(Cc2ccccc2)C(=S)NCC(=O)NCc2cccnc2)o1
→ 1.3 | 2 | 3 | 11 | 0 | -1 | -9 | 97 | 92
